# FXIa mix inh – factor XIa (human) inhibition, mixture screen. purified FXIa, fluorogenic substrate, pooled mixtures. inhibition, % at 5 µM. hit rate 0.19% among 62,000. AID 680;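 note: each value is inhibition by a whole ten-compound pool holding the compound; 0% = enzyme with no mixture and 100% = wells lacking enzyme; strong numbers were not always called active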
# Target sequence (P03951 19-387 limits assumed): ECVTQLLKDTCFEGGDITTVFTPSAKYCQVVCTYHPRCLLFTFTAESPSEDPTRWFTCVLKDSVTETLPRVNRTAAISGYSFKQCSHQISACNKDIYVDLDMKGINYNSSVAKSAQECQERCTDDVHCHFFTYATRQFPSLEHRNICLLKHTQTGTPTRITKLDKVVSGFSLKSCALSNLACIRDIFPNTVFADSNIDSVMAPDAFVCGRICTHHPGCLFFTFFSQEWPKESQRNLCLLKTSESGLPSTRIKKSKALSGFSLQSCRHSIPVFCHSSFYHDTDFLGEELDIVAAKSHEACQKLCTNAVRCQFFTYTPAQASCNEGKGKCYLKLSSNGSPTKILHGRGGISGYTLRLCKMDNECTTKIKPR
# Target sequence (P03951 388-625 limits assumed): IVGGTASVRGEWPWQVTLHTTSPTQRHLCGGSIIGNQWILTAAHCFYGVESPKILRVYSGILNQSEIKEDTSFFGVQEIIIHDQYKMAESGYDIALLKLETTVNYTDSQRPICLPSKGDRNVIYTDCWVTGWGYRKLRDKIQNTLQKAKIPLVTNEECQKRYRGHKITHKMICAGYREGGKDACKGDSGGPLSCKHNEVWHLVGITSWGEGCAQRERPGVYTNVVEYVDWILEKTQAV
# C1s inh – blocks human complement C1s protease activity | purified C1s, fluorogenic AMC substrate, pooled mixtures | mean inhibition % of two 10-compound mixtures (active compounds read high), % at 5 µM (by protocol) | hit rate 0.16% among 62,000;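 active = inhibition above 20% in each of the two 10-compound mixture wells holding the compound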;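 note: 0% = enzyme wells lacking compound mixture and 100% = no-enzyme blank wells; some compounds called inactive have numbers as strong as hits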
# CatB block – inhibitors of human cathepsin B. inhibition, %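 (tested at 10 µM)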. purified cathepsin B, fluorogenic substrate, fluorescence. hit rate 0.1% among 63,000. P07858; in the data active = inhibition above about 21%;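 note: 0% = enzyme with no compound and 100% = no enzyme blank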
# CatS inh – inhibitors of human cathepsin S. inhibition, %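 (tested at 5 µM per compound within 10-compound mixtures)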. hit rate 0.06% among 62,000. recombinant cathepsin S, AMC dipeptide fluorescence, pooled mixtures. AID 501; in the data active = inhibition above about 32%, passing the limit was not always enough; inconclusive = no clear call, values can overlap the other calls;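 note: 0% = enzyme without compound and 100% = blank without enzyme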
# CatL block – blocks human cathepsin L protease activity; purified cathepsin L, fluorogenic substrate, fluorescence; P07711; inhibition, %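 (tested at 10 µM)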; hit rate 0.17% among 58,000; in the data active = inhibition above about 45%;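 note: 0% = enzyme with no compound and 100% = no enzyme blank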
# Target sequence (P07711 114-288 limits assumed): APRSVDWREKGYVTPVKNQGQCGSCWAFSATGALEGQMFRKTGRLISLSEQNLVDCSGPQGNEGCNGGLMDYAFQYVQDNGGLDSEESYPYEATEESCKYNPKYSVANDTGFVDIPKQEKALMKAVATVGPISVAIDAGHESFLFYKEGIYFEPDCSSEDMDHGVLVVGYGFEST
# Target sequence (P07711 292-333 limits assumed): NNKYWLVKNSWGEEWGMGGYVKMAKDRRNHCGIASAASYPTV
# CatB mix inh – inhibitors of human cathepsin B in compound mixtures | Purified cathepsin B, AMC dipeptide fluorescence | P07858 | inhibition, %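 (ten-compound pools at 5 µM per compound and 50 µM total)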 | hit rate 0.06% among 62,000 | AID 488; in the data active = inhibition above about 22%, passing the limit was not always enough; inconclusive = no clear call, values can overlap the other calls;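 note: 0% = enzyme without compound and 100% = no enzyme blank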
# Cathepsin G inh – inhibitors of human cathepsin G; purified enzyme, AMC-tetrapeptide fluorescence, pooled mixtures; inhibition, % at 5 µM (by protocol); hit rate 0.2% among 62,000;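 active = inhibition above 20% in each of the two mixture wells holding the compound; inactive = inhibition of 20% or less in either well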;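 note: 0% = enzyme control without mixture and 100% = blank lacking enzyme; strong numbers were not always called active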
# FXIIa mix inh – blocks human factor XIIa in pooled compound mixtures | P00748 | purified FXIIa, fluorogenic substrate | inhibition, % at 5 µM | hit rate 0.2% among 62,000;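 note: 0% = enzyme without compound and 100% = no enzyme blank; some results filed as inactive read as strong as hits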
# AP ELISA ortho – alternative pathway complement inhibition, orthogonal assay | Human serum alternative complement pathway, LPS-coated ELISA, C3 deposition; tested in compound mixtures | hit rate 0.08% among 62,000 | AID 1235 | inhibition, % at 5 µM;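 active = inhibition above 30% in each of the two pooled mixtures holding the compound, so the lower value exceeds 30%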;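 note: 0% = serum in Mg-EGTA without compound and 100% = EDTA serum blank; some compounds past the cut are filed as inactive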
#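 Assay system: human serum alternative complement pathway, C3 deposition on LPS-coated wells; Dosing: 5 µM per compound in ten-compound mixtures; Detection: Anti-C3 ELISA, OD 450 nm; Buffer or medium: Mg2+-EGTA GVB++ buffer containing human serum at 1:15 dilution; Timing: 1 h at 37 °C; Replication: two different pools per compound.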
# * marks the source's active call; other numbers are inactive results; ? = inconclusive; . = no result given. Cut-off read from the data, not from the text of the source, unless noted: active = inhibition above about 20% (passing the limit was not always enough); inactive = the rest. Some of the compounds tested; count on the stated rates, not on these rows.
FXIa mix inh,C1s inh,CatB block,CatS inh,CatL block,CatB mix inh,Cathepsin G inh,FXIIa mix inh,AP ELISA ortho,Compound
0,-31,1,1,4,-5,-4,3,1,CCN(CC)S(=O)(=O)c1ccc(Cl)c(C(=O)NC2CCCC2)c1
6,14,-1,-3,-4,1,9,13,16,O=C(CCC1CCCC1)N1CCN(C(=O)COc2ccccc2)CC1
-2,-2,-3,4,4,-4,0,3,-4,CCOc1cc(C2C(C(=O)OC)=C(C)N=C3SC(C)C(=O)N32)ccc1OC(C)=O (centres undefined)
11,-7,8,15,3,4,10,4,7,CC1CCN(S(=O)(=O)c2cccc(C(=O)N(C)C3CCS(=O)(=O)C3)c2)CC1 (centres undefined)
6,-2,-1,0,.,8,1,7,19,Cc1nc2ccc(S(=O)(=O)NC(C(=O)N3CCC(C)CC3)C(C)C)cc2s1 (centres undefined)
0,6,1,2,-7,3,10,0,10,c1ccc(Nc2nc(-c3cccs3)cs2)nc1
-2,13,-1,8,6,5,13,5,16,Cc1ccc2[nH]c(=O)c(CN(Cc3ccc4c(c3)OCO4)Cc3nnnn3Cc3ccco3)cc2c1
0,4,4,0,-1,4,-1,-3,-3,Cc1ccc(N(C(=O)C2CCCC2)C2C=CS(=O)(=O)C2)cc1 (centres undefined)
8,2,0,1,-10,1,3,-2,11,O=C(C1CCCCC1)N1CCN=C1SCc1cccnc1
5,-13,5,12,-1,7,-5,4,18,CC(C)C(NS(=O)(=O)c1ccc(Br)s1)C(=O)O (centres undefined)
7,-3,6,8,4,-3,32,5,8,FC(F)(F)c1ccc(-n2ccnc2)nc1
4,6,0,-2,2,2,8,26,20,CCOc1ccc(CCNC(=O)C2CC(=O)N(C3CCCC3)C2)cc1OCC (centres undefined)

# Full records, looked up by structure. Order of values: FXIa mix inh	C1s inh	CatB block	CatS inh	CatL block	CatB mix inh	Cathepsin G inh	FXIIa mix inh	AP ELISA ortho
# `c1ccc(Nc2nc(-c3cccs3)cs2)nc1` across the screens: 0	6	1	2	-7	3	10	0	10
# `FC(F)(F)c1ccc(-n2ccnc2)nc1` across the screens: 7	-3	6	8	4	-3	32	5	8
# `Cc1ccc2[nH]c(=O)c(CN(Cc3ccc4c(c3)OCO4)Cc3nnnn3Cc3ccco3)cc2c1` across the screens: -2	13	-1	8	6	5	13	5	16

# Carrying on:
FXIa mix inh,C1s inh,CatB block,CatS inh,CatL block,CatB mix inh,Cathepsin G inh,FXIIa mix inh,AP ELISA ortho,Compound
-2,-35,12,12,25,4,-8,5,-13,O=C(O)CNC1=NCCC1
10,-28,-1,-1,-1,7,-2,7,17,COC(=O)C1(C(O)C(=O)c2ccc(C)cc2C)CCCCC1 (centres undefined)
-13,-126,2,-19,-10,-5,-11,2,10,CCCCn1c(=O)[nH]c(=O)c2c1nc(COc1ccc(C#N)cc1)n2CCC
8,0,-2,2,1,-5,1,6,4,CC(C)N(C)C1CCN(C(=O)Nc2ccc(Cl)c(Cl)c2)CC1
-2,4,6,12,-2,4,-1,6,-5,C=CCN(C(=O)CNC(=O)c1ccco1)C(C(=O)NC1CCCCC1)c1ccccc1F (centres undefined)
5,4,5,7,9,3,8,-19,-4,Cc1onc(-c2ccccc2)c1C(=O)NCCN1CCOCC1
3,-26,0,-3,1,-1,-9,-2,-11,CCN1CCCC1CN(Cc1cc2ccc(C)c(C)c2[nH]c1=O)C(=O)Nc1ccccc1OC (centres undefined)
9,-7,-2,7,2,-2,3,2,10,Cc1cc(C(=O)N2CCC(C(F)(F)F)n3nccc32)on1 (centres undefined)
9,-16,2,2,3,0,0,3,6,Cc1csc(SCC(=O)Nc2c(C)n(C)n(-c3ccccc3)c2=O)n1
1,6,2,1,.,4,2,10,8,CN(C)S(=O)(=O)c1ccc2c(c1)c(=O)c(C(=O)N1CCN(c3ccccn3)CC1)cn2C
6,-12,4,?,-2,3,-5,4,-21,O=S1(=O)N=C(Nc2nc3c(s2)CCCC3)c2ccccc21
7,13,0,-4,9,-1,7,-2,14,CCOc1ccccc1C1CC(c2ccc(F)cc2)Nc2nc(N)nn21 (centres undefined)
2,-13,-2,5,4,2,-7,-18,-7,COCC(=O)Nc1ccc(C)c(Cl)c1
4,-24,-2,0,7,6,0,12,9,O=S(=O)(c1ccc2c(c1)oc1ccccc12)N1CCOCC1
57*,-5,5,18,17,-1,-2,-4,-9,CCOC(=O)N1CCN(C(=O)c2ccc3c(=O)n(Cc4ccccc4)c(=S)[nH]c3c2)CC1
4,-31,-8,2,14,0,1,-9,15,O=C(O)C1C2C=CC(O2)C1C(=O)Nc1ccccc1C(F)(F)F (centres undefined)
-1,-37,3,3,0,1,-9,1,-6,Cc1ccc2nc(CSc3nnc(-c4ccco4)n3-c3ccccc3)cc(=O)n2c1
11,17,3,13,8,5,12,5,7,Cn1c(Cn2c(=O)sc3ccccc32)nnc1SCC(=O)Nc1ccc(Cl)cc1
4,-13,-5,7,16,-2,12,-1,-4,CCOC(=O)CNC(=O)c1cn(C)c(=O)c2cc(OC)c(OC)cc12
9,13,3,2,9,5,5,8,18,Nn1c(SCC(=O)Nc2ccc(F)cc2)nnc1-c1cccnc1
-10,-6,2,-1,-5,2,-3,3,5,CN(C)c1cc(O)c(C(=S)Nc2ccccc2)c(N(C)C)c1
1,13,1,2,8,3,10,-17,16,O=C(CCCCCn1c(SCC(=O)c2ccccc2)nc2ccccc2c1=O)NCc1ccco1
0,-2,0,-1,0,-9,10,7,9,N#CC(C(=O)Nc1ccccc1)=C1CCCCC1
4,4,-1,12,5,-1,3,11,7,CC(=O)Nc1ccc(NC(=O)c2oc3cc(C)c(C)cc3c2C)cc1
10,10,7,-19,.,3,7,9,2,COc1cccc(C2CC(c3ccc(Cl)cc3Cl)Nc3nc(N)nn32)c1 (centres undefined)
4,-10,7,-6,14,1,4,3,1,CC(=O)OCC(=O)[C@@]12OC(C)(C)O[C@@H]1C[C@H]1[C@@H]3C[C@H](F)C4=CC(=O)C=C[C@]4(C)[C@@]3(F)[C@@H](O)C[C@@]12C
3,-10,-1,12,.,2,8,8,2,COc1ccc(Cc2nnc(NC(=O)c3cccs3)s2)cc1
3,17,5,4,-1,5,13,6,10,COc1ccc(OC)c(C2=NOC(C(=O)Nc3cccc(C(C)=O)c3)C2)c1 (centres undefined)
8,-35,6,11,21,3,0,10,-15,CCOc1ccccc1-n1c(SCC(=O)N(C(C)C)C(C)C)nnc1-c1cccnc1
9,15,-2,2,-4,11,13,6,8,COc1ccccc1N(CN1CCCC1=O)C(=O)c1c(F)cccc1F
3,17,7,5,21,-2,9,8,6,C1=C(c2cccc3ccccc23)N2CCN=C2S1
6,12,2,-5,-9,2,7,-6,23,O=c1[nH]nnc2sc3c(c12)CCCC3
-5,-38,0,-15,-11,1,1,8,9,COc1nccc(Nc2ccccc2)c1C#N
13,4,2,-4,-4,-2,4,6,10,CCOc1cccc(-c2nc3cc(C)ccc3o2)c1
7,2,-5,3,13,8,1,-2,13,CN(C)S(=O)(=O)c1ccc(C(=O)Nc2ccc(CCC(=O)N3CCCC3)cc2)cc1
-6,-40,1,-12,-8,0,3,-4,6,CCC/C(O)=C1\C(=O)CC(C)(C)CC1=Nc1ccc(OC)cc1OC
-3,-20,-7,3,7,1,4,17,-1,NC(=O)CSc1nnc(-c2ccncc2)n1-c1ccc(Cl)cc1
-28,-42,8,-12,.,0,-10,3,9,COc1ccccc1C(=O)n1nc(C)cc1C
-11,-54,2,-16,5,-7,-15,-1,14,CCCC(=O)N1c2ccc(-c3csc(N)n3)cc2CC1C (centres undefined)
5,-30,6,7,2,4,-8,5,-6,CCc1nnc(SCc2ccc(CSc3nnc(CC)n3N)cc2)n1N
12,3,4,13,.,-2,1,1,4,Oc1ccccc1C(=S)N1CCCCC1
-2,-16,5,5,-1,2,6,1,2,Cc1cc(NC(=O)CSc2nnc(-c3cccnc3)n2C)no1
11,9,3,-4,-1,1,9,1,4,Cc1sc2ncn(CCn3cnc4sc(C)c(C)c4c3=O)c(=O)c2c1C
7,-3,-5,-2,-2,-1,10,0,-1,COC(=O)CSc1nc(C)c(C(C)=O)cc1C#N
5,-14,-3,-1,.,1,0,5,22,O=C(CC1(O)C(=O)Nc2ccccc21)c1ccccc1 (centres undefined)
-6,-59,6,5,-6,-1,-11,-5,6,CCOC(=O)c1cc(NC(=O)c2cc(C)on2)cc(C(=O)OCC)c1
-46,-225,1,-30,-5,-15,-30,-3,32,Cn1c(SCc2ccccn2)nnc1-c1cnccn1
1,5,7,-1,-4,0,3,-17,7,Cc1ccc(C(NC(=O)N2CCOCC2)=C(Cl)Cl)cc1F
4,-17,3,-5,1,3,-14,2,-1,CC1=C(C(=O)OC(C)C)C(c2cccs2)N2C(=O)C(C)SC2=N1 (centres undefined)
4,-10,8,19,36,9,-9,3,-28,CC1(C)CC(=O)C2=C(C1)NC(SCC(=O)Nc1ccccc1)=C(C#N)C2c1ccco1 (centres undefined)
-2,-4,1,-4,11,1,6,3,3,COc1ccccc1C(=O)N(Cc1ccco1)C1CCS(=O)(=O)C1 (centres undefined)
3,-7,0,-8,.,1,6,-11,3,Fc1cc2nc(-c3ccncc3)[nH]c2cc1F
4,4,-3,-5,9,6,1,3,10,COc1ccc(OC)c(-c2cc(C(=O)N3CCN(c4ccccc4)CC3)no2)c1
6,13,5,1,30,-2,14,13,4,O=C(Cn1cccc1C(=O)c1ccccc1)NCCN1CCCCCC1
6,13,5,9,7,5,3,3,0,COCC(=O)n1nc(NCc2ccc(OC)cc2)nc1NCc1ccc(OC)cc1

# Molecules from the list above that contain an aryl methoxy group:
FXIa mix inh,C1s inh,CatB block,CatS inh,CatL block,CatB mix inh,Cathepsin G inh,FXIIa mix inh,AP ELISA ortho,Compound
3,-26,0,-3,1,-1,-9,-2,-11,CCN1CCCC1CN(Cc1cc2ccc(C)c(C)c2[nH]c1=O)C(=O)Nc1ccccc1OC (centres undefined)
4,-13,-5,7,16,-2,12,-1,-4,CCOC(=O)CNC(=O)c1cn(C)c(=O)c2cc(OC)c(OC)cc12
10,10,7,-19,.,3,7,9,2,COc1cccc(C2CC(c3ccc(Cl)cc3Cl)Nc3nc(N)nn32)c1 (centres undefined)
3,-10,-1,12,.,2,8,8,2,COc1ccc(Cc2nnc(NC(=O)c3cccs3)s2)cc1
3,17,5,4,-1,5,13,6,10,COc1ccc(OC)c(C2=NOC(C(=O)Nc3cccc(C(C)=O)c3)C2)c1 (centres undefined)
9,15,-2,2,-4,11,13,6,8,COc1ccccc1N(CN1CCCC1=O)C(=O)c1c(F)cccc1F
-5,-38,0,-15,-11,1,1,8,9,COc1nccc(Nc2ccccc2)c1C#N
-6,-40,1,-12,-8,0,3,-4,6,CCC/C(O)=C1\C(=O)CC(C)(C)CC1=Nc1ccc(OC)cc1OC
-28,-42,8,-12,.,0,-10,3,9,COc1ccccc1C(=O)n1nc(C)cc1C
-2,-4,1,-4,11,1,6,3,3,COc1ccccc1C(=O)N(Cc1ccco1)C1CCS(=O)(=O)C1 (centres undefined)
4,4,-3,-5,9,6,1,3,10,COc1ccc(OC)c(-c2cc(C(=O)N3CCN(c4ccccc4)CC3)no2)c1
6,13,5,9,7,5,3,3,0,COCC(=O)n1nc(NCc2ccc(OC)cc2)nc1NCc1ccc(OC)cc1
